# Source: PubChem (several laboratories)
# SKN-1 inh – C. elegans SKN-1 inhibition; C. elegans VP596 Pgst-4::GFP/RFP ratio, acrylamide-induced, 24 h; inhibition, % at 21.8 µM; 360,000 compounds, 0.49% hits;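 active = interference check ratio from 0.5 to 1.5 plus GFP to RFP signal ratio inhibition reaching or exceeding a fixed threshold, cut at about 30% in these data, passing the limit was not always enough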; also: some compounds called inactive have numbers as strong as hits
# MLLE-PAM2 inh – blocks PAM2 peptide binding to the PABP1 MLLE domain. P11940. inhibition, % at 20 µM. GST-MLLE / FITC-PAM2 fluorescence polarization. 360,000 compounds, 0.36% hits; in the data active = inhibition above about 35%, passing the limit was not always enough;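 also: plate controls were DMSO wells with GST-MLLE for no effect and wells lacking GST-MLLE protein for full effect; some results filed as inactive read as strong as hits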
# bovine MsrA act – activates bovine MsrA enzyme; AID 602163; 360,000 compounds, 0.3% hits; activation, % at 10.6 µM; purified bovine MsrA, absorbance read-out; in the data active = activation above about 7.5%;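 also: 0% = vehicle and 100% = reference activator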
# eLon inh – inhibits E. coli Lon protease | purified E. coli Lon protease, fluorescence polarization | inhibition, % at 7.94 µM | P0A9M0 | 360,000 compounds, 0.42% hits; in the data active = inhibition above about 13%, passing the limit was not always enough;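 also: 0% = enzyme with probe and DMSO and 100% = no enzyme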
# CendR NRP1 mod – NRP-1/CendR interaction modulation | O14786 | FAM-RPARPAR peptide binding to NRP-1, fluorescence polarization | inhibition, % at 25 µM | 360,000 compounds, 0.85% hits;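 active = inhibition or corrected inhibition above about 18%, plus a signal ratio from 0.5 to 1.5, limit read from the data, passing the limit was not always enough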; also: strong numbers were not always called active
# Target sequence (O14786 whole entry, looked up): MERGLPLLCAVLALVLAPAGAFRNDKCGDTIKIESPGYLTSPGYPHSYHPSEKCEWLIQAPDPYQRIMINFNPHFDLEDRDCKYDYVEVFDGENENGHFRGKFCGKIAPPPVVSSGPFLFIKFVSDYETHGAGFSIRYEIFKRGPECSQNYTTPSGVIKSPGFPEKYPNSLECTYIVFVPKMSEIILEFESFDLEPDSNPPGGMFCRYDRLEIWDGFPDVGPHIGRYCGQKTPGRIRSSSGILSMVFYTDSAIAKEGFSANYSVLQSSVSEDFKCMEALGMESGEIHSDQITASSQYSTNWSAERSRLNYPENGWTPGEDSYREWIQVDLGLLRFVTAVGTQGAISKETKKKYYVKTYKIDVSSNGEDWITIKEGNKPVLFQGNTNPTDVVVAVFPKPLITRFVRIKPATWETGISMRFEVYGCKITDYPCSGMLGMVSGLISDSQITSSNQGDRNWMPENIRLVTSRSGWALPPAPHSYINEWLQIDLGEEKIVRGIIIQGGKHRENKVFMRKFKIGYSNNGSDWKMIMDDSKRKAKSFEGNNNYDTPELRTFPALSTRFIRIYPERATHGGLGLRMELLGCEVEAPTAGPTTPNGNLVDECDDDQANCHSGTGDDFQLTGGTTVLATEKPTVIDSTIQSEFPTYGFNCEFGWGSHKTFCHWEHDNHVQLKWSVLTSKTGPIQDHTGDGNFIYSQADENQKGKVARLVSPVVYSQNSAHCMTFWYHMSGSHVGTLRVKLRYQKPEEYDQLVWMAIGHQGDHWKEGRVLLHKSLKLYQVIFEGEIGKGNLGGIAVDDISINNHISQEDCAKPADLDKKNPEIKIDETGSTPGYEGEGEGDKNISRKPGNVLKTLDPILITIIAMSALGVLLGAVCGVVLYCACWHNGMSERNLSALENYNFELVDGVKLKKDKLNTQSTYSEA
# Tb MetRS inh – Trypanosoma brucei MetRS inhibition | purified T. brucei MetRS, ATP depletion, Kinase-Glo luminescence | inhibition, % at 11.9 µM | 360,000 compounds, 0.4% hits | AID 624268;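 active = inhibition above a per-plate cutoff of the control wells' mean inhibition plus 3 SD, cut at about 5.5% in these data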;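 also: 0% = DMSO wells median and 100% = median of wells with control inhibitor compound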
#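 Dosing: 11.9 µM single point; system: parasite MetRS enzyme; technique: luminescence of leftover ATP; times: 15 min enzyme-compound preincubation, 2 h reaction, 10 min detection, 25 °C; replicates: each compound tested once; read-out basis: percent inhibition relative to median high and low control wells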
# MsrA inhibitor – inhibits bovine methionine sulfoxide reductase A; purified bovine MsrA, absorbance read-out; inhibition, % at 15.5 µM; 360,000 compounds, 0.75% hits; in the data active = inhibition above about 4.5%;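 also: 0% = vehicle wells with enzyme and 100% = reference inhibitor wells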
# MT1-MMP act inh – MT1-MMP (human) activation inhibition; HT1080 RFP-PRO-GFP cells, GFP/RFP ratio fluorescence, overnight; percent of plate control window, DMSO zero; GFP/RFP ratio change, % at 20 µM; 360,000 compounds, 0.061% hits;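 active = GFP/RFP ratio change of at least 30% with cell ATP level not reduced by more than half and red fluorescence within 50% of control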; also: strong numbers were not always called active
#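 Assay system: HT1080 RFP-PRO-GFP cells | Dosing: 20 µM single dose, 1% DMSO | Incubation: Cells overnight before dosing, compound overnight, 37 °C, 5% CO2 | Evaluation: GFP/RFP fluorescence ratio | Control set: DMSO-only wells and HT1080 RFP-L50D-GFP cell wells as references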
# FAS TE block – FAS thioesterase (human) inhibition. 360,000 compounds, 0.67% hits. recombinant FAS-TE, OMFH fluorogenic substrate, fluorescence endpoint. P49327. inhibition, % at 15 µM;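 active = compounds whose normalised, plate-corrected inhibition of enzyme fluorescence in the single-dose primary screen is 50% or more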;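 also: 0% = DMSO with enzyme and 100% = substrate without enzyme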
# * hit, by the source's call; · = not tested or not shown.
SMILES,SKN-1 inh,MLLE-PAM2 inh,bovine MsrA act,eLon inh,CendR NRP1 mod,Tb MetRS inh,MsrA inhibitor,MT1-MMP act inh,FAS TE block
COc1ccc(C(CNC(=O)CNC(=O)c2cc(OC)c(OC)c(OC)c2)N2CCOCC2)cc1 (stereo not drawn),13,-7,-2,8,-2,-0.3,-1.4,-3,-4
c1ccc(N=Nc2cn[nH]c2-c2ccco2)cc1,5,11,-4,0,15,1.4,6.9*,-1,-31
O=C(c1ccc(S(=O)(=O)N2CCOCC2)cc1)N1CCN(c2ccccc2)CC1,-8,6,-15,-3,20,-1.9,0.1,0,-5
CCOC(=O)CSc1ccc(-c2nc3ccccc3[nH]2)cn1,18,11,-12,-4,5,9.2*,2.6,-7,-8
Cc1[nH]c2ccc(Br)cc2c(=O)c1CN1CCCCC1,17,4,-2,-5,-5,34*,3.6,14,-6
COc1ccccc1CCNC(=O)CN1C(=O)c2ccccc2S1(=O)=O,12,8,-1,-1,-4,-0.1,-0.5,7,-1
O=c1c2c3c(sc2nc2n1CCCC2)CCC3,15,-15,-1,-9,-1,0.2,-0.4,-5,-4
Cc1ccc(-n2c3c(cc(C(=O)O)c2=O)C(=O)CC(C)(C)C3)cc1,-6,-1,-11,-4,-2,-0.7,-0.4,4,-14
CCc1nc2c(OCc3ccc(OC)cc3)cccn2c1N(C)C(=O)c1ccc(OC)cc1,2,10,3,-13,-7,-0.1,0.0,-1,0
Cc1cnc(-c2nc3ccccc3n2C(C)C(=O)Nc2c(C)cccc2C)cn1 (stereo not drawn),-7,·,·,·,13,0.0,1.1,0,·
CC(=O)N1CCCc2cc(S(=O)(=O)Nc3cccc(C)c3C)ccc21,0,9,-1,-11,4,-0.6,0.3,·,-22
COC(=O)C1CCN(C(=O)C(C)Oc2ccc(Cl)cc2Cl)CC1 (stereo not drawn),-4,9,-3,0,-2,-0.4,·,3,5
CC(=O)N1CC(C)Oc2ccc(S(=O)(=O)NC(CC(=O)O)c3ccccc3C)cc21 (stereo not drawn),-5,17,-5,-14,1,-0.3,-1.2,0,-4
O=C(NNC(=S)Nc1ccc(Cl)cc1)c1ccccc1,-12,30,-9,-8,10,-0.8,-0.7,·,-4
COc1ccc(NC(=O)C(OC(=O)c2ccc([N+](=O)[O-])o2)c2ccccc2)cc1Cl (stereo not drawn),6,-14,-3,-9,-21,0.1,0.1,12,34
c1ccc(NCc2nnc3n2CCCCC3)cc1,-6,-5,-5,-7,-8,-1.2,0.6,2,-7
O=C(CCN1C(=O)/C(=C/c2ccccc2Cl)SC1=S)NNC(=O)c1cccnc1,2,15,0,1,5,4.1,0.9,-1,22
COc1ccc(NC(=O)N2CCC(n3nnc4cc(C)ccc43)CC2)cc1,3,-6,-5,0,0,-1.0,-1.0,2,-6
Cc1ccc(C)n1-c1ccc(C(=O)NN)cc1,0,4,-2,-6,5,-0.1,-0.8,3,-8
Cc1cc(CN(C)C(=O)c2cc(COc3ccc(C)c(C)c3)on2)n[nH]1,7,2,-3,-23,-7,-0.3,0.0,7,-14
NC(=O)C(=O)N/N=C/c1c2ccccc2cc2ccccc12,-3,-9,-7,-19,-98,0.7,0.2,2,-10
COc1ccccc1C(=O)NCCC(=O)Nc1cccc(S(=O)(=O)N2CCCC2)c1,-9,15,-3,-4,5,-0.3,0.8,1,-2
COc1cccc(C2[C@H](C)C3(CCN2C)OCCO3)c1 (stereo partly drawn),10,8,-8,15,2,-0.7,0.4,8,-9
CC1(C(=O)NCc2cc(F)cc(C(F)(F)F)c2)C=CC2(CCCCC2)N1C(=O)c1ccccc1 (stereo not drawn),-7,0,0,-11,10,-0.1,0.6,0,38
Cc1cc(C)nc(/N=C(\NC(=O)C(C)(C)C)Nc2ccccc2)n1,1,7,-3,8,11,-0.3,1.0,0,-2
Cc1ccc(C2=NS(=O)(=O)N(C)C(C(=O)NC3CCCC3)=C2)cc1,12,-4,0,6,-3,0.2,2.1,5,0
O=c1cnn(-c2ccccc2)c(-c2ccccc2)c1,6,9,-5,-5,-3,-0.3,12*,-3,3
O=C1C=CC(=O)N1Cc1cccnc1,-15,3,-2,1,13,-0.2,0.2,8,-5
CC(C)(C)OC(=O)C[C@@H]1C/C=C\C[C@H](CC(=O)N[C@H](CO)Cc2ccccc2)C(=O)N2CCC[C@H]2COC1=O,8,6,-1,5,-4,-0.1,0.6,3,-9
Cn1c(SCc2ccccc2C#N)nnc1-c1ccncc1,-9,-1,0,-2,-8,-0.1,-0.4,0,-8

# Full records as entered above. Order of screens: SKN-1 inh, MLLE-PAM2 inh, bovine MsrA act, eLon inh, CendR NRP1 mod, Tb MetRS inh, MsrA inhibitor, MT1-MMP act inh, FAS TE block
# Profile of `CC1(C(=O)NCc2cc(F)cc(C(F)(F)F)c2)C=CC2(CCCCC2)N1C(=O)c1ccccc1` (stereo not drawn) → -7, 0, 0, -11, 10, -0.1, 0.6, 0, 38
# Profile of `Cc1cc(C)nc(/N=C(\NC(=O)C(C)(C)C)Nc2ccccc2)n1` → 1, 7, -3, 8, 11, -0.3, 1.0, 0, -2
# Profile of `COc1ccccc1C(=O)NCCC(=O)Nc1cccc(S(=O)(=O)N2CCCC2)c1` → -9, 15, -3, -4, 5, -0.3, 0.8, 1, -2

# Additional structures follow:
SMILES,SKN-1 inh,MLLE-PAM2 inh,bovine MsrA act,eLon inh,CendR NRP1 mod,Tb MetRS inh,MsrA inhibitor,MT1-MMP act inh,FAS TE block
COC(=O)C(Cc1ccccc1)NC(=O)CSc1nc(C)cc(=O)[nH]1 (stereo not drawn),-4,-1,-2,-4,9,-0.5,0.1,1,-10
CC(=O)NCCC(=O)N1CCc2c([nH]c3ccccc23)C1c1cccc(C)c1 (stereo not drawn),6,8,-1,0,-4,1.4,1.6,-2,-5
COc1ccc(-c2coc3cc(OC)cc(O)c3c2=O)cc1,-22,3,-12,0,5,-1.9,0.8,-3,-8
CCC(C)c1ccc(O)c(NC(=S)NC(=O)c2cccs2)c1 (stereo not drawn),17,28,1,17,-1,-0.3,-0.7,-35,30
Cc1cc(C)nc(SCc2ccc(C(=O)NN=C3CCCC3)cc2)n1,3,-1,-4,1,-6,-0.2,2.2,-2,-5
Cc1ccc(N2CC(C(=O)Nc3cccnc3)CC2=O)cc1C (stereo not drawn),7,0,-5,-6,1,0.9,-0.1,0,-2
Clc1nc2ccccc2cc1-c1nnn(-c2ccccc2Br)n1,26,-7,-4,5,4,-0.2,-0.7,2,6
O=C(NC(Cc1ccccc1)C(=O)O)/C(=C/c1ccc(Cl)cc1)NC(=O)c1ccco1 (stereo not drawn),14,12,-3,-2,7,-0.3,-1.0,0,-2
CCOc1ccc(CC2S/C(=N/N=C/c3ccco3)NC2=O)cc1 (stereo not drawn),-12,-13,-3,8,8,-0.1,3.9,0,0
COc1ccc(N2CCN(C(=O)Cn3cnc4c3c(=O)n(C)c(=O)n4C)CC2)cc1,9,-3,-2,-1,2,0.3,-0.2,-3,-7
COc1ccc(-c2nnc(SCC(=O)NC3CCCCC3)o2)cc1,2,10,-3,2,8,-0.1,1.4,0,0
COc1cccc(-n2nnnc2SCC(=O)c2ccc(NC(C)=O)cc2)c1,-6,-6,-7,-7,8,-0.3,-0.6,-3,-8
Cc1csc(NC(=O)CN2C(=O)C3CC=CCC3C2=O)n1 (stereo not drawn),-10,1,3,-6,14,-0.7,-0.7,4,-5
CCCCN1C[C@H](C)[C@@H](CC(=O)Nc2ccc(OC)cc2)C1=O,-8,1,-1,-7,0,0.0,1.3,1,-7
COc1ccc(-n2c(C)cc(C(=O)Cn3nc(C(=O)O)c4ccccc4c3=O)c2C)cc1,-4,-1,-11,-11,30*,-1.7,0.1,2,19
C/C(=N\NC(=O)c1ccco1)c1ccc(NC(=O)C(F)(F)F)cc1,10,-9,-3,0,8,-0.2,1.5,-1,-5
CCC1=C(OC(=O)c2ccccc2)C(C)(C)C(c2ccccc2)OC1=O (stereo not drawn),-3,-5,-3,8,4,-1.2,-0.6,1,24
O=C(Nc1cccc([N+](=O)[O-])c1)Nn1cnnc1,11,8,-6,-1,-3,-0.2,1.8,2,-1
Cc1ccc(C(=O)COC(=O)CNC(=O)C(c2ccccc2)c2ccccc2)cc1[N+](=O)[O-],-3,-4,-3,-9,2,-0.2,-0.2,7,31
Cc1ccc(-n2nc(C)c3c2OC(N)=C(C#N)C3c2ccc(C)o2)cc1 (stereo not drawn),-1,14,-2,-4,1,-0.4,0.9,4,-4
Cn1c2ccc(F)cc2c2nc3ccccc3nc21,11,23,-2,-3,22,-0.4,1.9,-8,6
Cc1[nH]c2ccccc2c1C(=O)COc1ccccc1,8,-8,-4,-2,-1,-0.5,-1.1,-1,-4
Cc1nn(-c2ccccn2)c2c1-c1nc(N3CCOCC3)ncc1CC2,4,-10,-1,1,11,-0.4,0.7,-2,1
Cn1nccc1-c1coc2c(C(=O)N3CCOCC3)cccc12,6,3,-12,-2,-7,7.6*,-1.0,2,-11
COc1ccc(CNC(=O)COc2ccc(S(=O)(=O)N3CCCCC3)cc2)cc1,-6,-4,-2,-8,12,-0.5,-0.5,0,7
CN(C)CC(C(=O)c1ccccc1)c1ccccc1 (stereo not drawn),-6,8,-8,0,-12,-1.2,0.2,-9,-3
O=C1CCCN1CCCNc1ncnc2c1cnn2-c1ccc(Cl)cc1,19,6,3,-2,4,0.6,0.2,-5,2
C=CC1=C(C(=O)O)N2C(=O)C(NC(=O)Cc3ccccc3)C2SC1 (stereo not drawn),-5,30,-14,-15,-37,-1.4,-0.4,-7,-1
COCCn1c(SCC(=O)NC2CCCCC2)nc2c(c1=O)SCC2,12,11,-5,5,14,0.1,1.7,-1,-5
COc1ccc(S(=O)(=O)N(C)C[C@@H]2Oc3cc(C#CC4CCCCC4)ccc3S(=O)(=O)N([C@@H](C)CO)C[C@@H]2C)cc1,2,-50,-12,1,-5,-2.1,0.1,-6,27
CC(C)(C)c1ccc(CC(=O)N2CCC2(C)C(=O)NS(=O)(=O)c2cccc(OC(F)F)c2)cc1 (stereo not drawn),29,-4,1,-5,4,0.0,-1.7,0,-4
O=C(Nc1nc2c(F)cc(F)cc2s1)C1CC1,15,-9,-9,0,-8,-0.5,0.1,3,0
Cc1noc(C)c1C(=O)N1CCOCC1,19,-3,-2,-5,1,-0.5,-1.1,-6,-10
COCCCNC(=O)C[C@H]1C[C@H](C(=O)N2CCOCC2)[C@@]2(CCC3CCCC3)c3[nH]c4cc(-c5ccco5)ccc4c3CCN2C1=O,16,-23,-4,-24,-27,0.7,1.0,-3,59*
C/C(=N\NC(=O)C1CC1)c1ccccc1O,2,7,-11,1,20,-1.4,-0.1,2,0
Clc1ccc(-n2ncc3c(N4CCCCCC4)ncnc32)cc1,13,-6,0,-6,-17,-0.1,0.4,-2,21
COc1ccc(OC)c(NC(=O)Cn2c(=O)oc3ccccc32)c1,-4,5,-1,7,7,-0.7,-0.2,-1,2
CCn1cnc2sc(C(=O)Nc3ccccc3OC)c(C)c2c1=O,0,-18,-4,-15,-6,-0.3,0.5,-1,0
O=C(O)c1cccc2c1C(=O)c1ccc(Cl)cc1S2(=O)=O,7,8,-4,-7,-6,-0.2,0.3,-1,-6
Cc1cc(NC(=O)c2cc([N+](=O)[O-])cc([N+](=O)[O-])c2C)no1,-8,5,-1,-8,6,0.4,1.6,-4,-12
O=C(Cc1nnc(NC(=O)c2ccccc2)s1)N/N=C/c1cccc(O)c1,-8,-32,-3,-8,-3,-0.1,0.5,1,-2
